# Compound activity (PubChem BioAssay)
# OX1R antag-1: OX1R (HCRTR1) antagonists, primary screen, fluorescence, CHO/OX1R cells, Fluo-8 calcium, orexin A | Orexin/Hypocretin receptor type 1 (Homo sapiens), O43613 | Fluo-8 calcium fluorescence | inhibition, % at 5 µM | 330,000 tested, 0.43% active | AID 434989, 2010;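 active = inhibition above its plate's threshold, mean inhibition of all tested compounds on the plate plus 3 SD, cut at about 37% in these data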;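 note: 0% = orexin A challenge wells and 100% = SB-334867-A antagonist wells; not every result past the cut was called active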
# Target sequence (O43613 whole entry, looked up): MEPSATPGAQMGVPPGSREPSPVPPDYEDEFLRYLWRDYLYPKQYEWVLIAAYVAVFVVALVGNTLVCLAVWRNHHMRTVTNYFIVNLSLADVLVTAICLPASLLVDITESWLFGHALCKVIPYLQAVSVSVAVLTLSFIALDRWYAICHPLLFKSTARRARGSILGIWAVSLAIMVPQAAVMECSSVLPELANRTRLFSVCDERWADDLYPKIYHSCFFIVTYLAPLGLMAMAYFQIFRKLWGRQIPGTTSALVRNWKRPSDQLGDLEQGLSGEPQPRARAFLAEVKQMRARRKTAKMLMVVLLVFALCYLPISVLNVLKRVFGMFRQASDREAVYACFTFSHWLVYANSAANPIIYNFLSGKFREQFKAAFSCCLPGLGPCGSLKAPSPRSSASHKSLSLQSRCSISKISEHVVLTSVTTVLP
# CHT PAM: CHT positive allosteric modulators, primary screen, cell-based, membrane potential dye, choline EC20. High affinity choline transporter 1 (Homo sapiens), Q9GZV3. CHT-expressing cells; active compounds read high; LV-AA mutant CHT in HEK293 cells. B-score at 10 µM. 310,000 tested, 0.49% active;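 active = initial fluorescence not abnormally high and integrated response B-score, plate-corrected, over 3 SD above library mean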
# Target sequence (Q9GZV3 whole entry, looked up): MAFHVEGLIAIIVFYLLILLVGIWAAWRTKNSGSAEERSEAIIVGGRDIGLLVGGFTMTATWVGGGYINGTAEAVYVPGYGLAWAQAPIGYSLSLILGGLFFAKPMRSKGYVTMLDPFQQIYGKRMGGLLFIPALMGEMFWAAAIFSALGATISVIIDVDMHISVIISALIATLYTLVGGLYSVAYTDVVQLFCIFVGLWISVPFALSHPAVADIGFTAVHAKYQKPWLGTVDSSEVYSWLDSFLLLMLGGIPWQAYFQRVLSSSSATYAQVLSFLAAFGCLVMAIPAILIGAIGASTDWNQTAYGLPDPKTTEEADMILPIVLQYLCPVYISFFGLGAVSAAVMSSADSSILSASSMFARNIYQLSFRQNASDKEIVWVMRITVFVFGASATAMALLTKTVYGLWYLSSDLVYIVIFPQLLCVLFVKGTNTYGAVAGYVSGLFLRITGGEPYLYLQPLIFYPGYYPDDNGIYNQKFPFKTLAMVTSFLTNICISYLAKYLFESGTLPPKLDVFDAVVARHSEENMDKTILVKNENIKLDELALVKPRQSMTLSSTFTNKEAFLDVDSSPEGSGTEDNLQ
# OX1R antag-2: antagonists of human orexin 1 receptor (OX1R); Orexin/Hypocretin receptor type 1 (Homo sapiens), O43613; OX1R-expressing cells, FRET antagonist read-out; inhibition, % at 6.6 µM; 330,000 tested, 1.8% active; AID 485270, 2010; in the data active = inhibition mostly above about 38%, no sharp cut-off; inactive = mostly below about 40%;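 note: 0% = agonist challenge alone and 100% = reference antagonist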
# The depositor's hits bear a star; i = inactive; x = not tested or not shown; & = joins results of further samples. Random draw from the library; about 2.5% have a hit in one of these screens.
# Values run as follows: OX1R antag-1, CHT PAM, OX1R antag-2
- Cc1ccc(NC(=O)CCOc2ccccc2)cc1
    -17.9, i, 13.5
- CC(=O)O[C@H]1C[C@@]2(C)[C@@H](C[C@@H](O)[C@H]3[C@@]4(C)CC[C@@H](O)[C@@H](C)[C@@H]4CC[C@@]32C)/C1=C(\CCC=C(C)C)C(=O)O
    -36.0&-7.8, i, 13.3&3.9
- CCOc1ccc(N(CC(=O)N2CCN(c3ccccc3)CC2)S(=O)(=O)c2c(C)noc2C)cc1
    -29.6, i, 15.7
- N#Cc1ccc(S(=O)(=O)N2CCN(c3ncccn3)CC2)cc1
    -12.6, i, 4.0
- COc1ccc(N2CCN(C(=O)c3ccc4c(c3)NC(=O)C(CSCc3ccc(C)cc3)N4)CC2)cc1 (stereo unspecified)
    -10.1, i, 13.7
- O=C(COc1ccc(C(=O)c2ccccc2)cc1)NCC(=O)Nc1ccccc1Br
    -16.8, i, 11.4
- CCOc1ccc(-n2c(=O)c3sccc3n(CC(=O)NCCc3ccc(OC)c(OC)c3)c2=O)cc1
    -25.2, i, 7.8
- COCCSc1nnc(NC(=O)Cc2ccc(OC)c(OC)c2)s1
    -21.8, i, 2.5
- COc1cc(C(=O)Oc2ccc(/C=N/NC(=O)c3ccncc3)cc2)cc(OC)c1OC
    -3.9, i, 7.8
- CCc1ccn2cc(-c3ccc4c(c3)OCO4)nc2c1
    -21.4, i, 3.1
- Cc1ccc(C)c(N2CCN(CCCNC(=O)Cn3c(=O)c4cccn4c4cccnc43)CC2)c1
    -27.9, i, 14.2
- CC1CN(C(=O)COC(=O)c2cc(S(N)(=O)=O)c(Cl)cc2Cl)CC(C)O1 (stereo unspecified)
    -22.3, i, 35.3
- O=C(COC(=O)Cc1n[nH]c(=O)c2ccccc12)NNC(=O)c1ccc(Br)cc1
    -25.1, x, 3.7
- Cc1ccccc1NC(=O)CC(=O)Nc1ccccc1C
    -12.2, i, 7.1
- COCCn1c(COc2ccc(C)cc2)nc2ccccc21
    -37.7, i, 20.9
- CCN(CC)CCNc1ccc(CO)c2sc3ccccc3c(=O)c12
    -3.6, 6.37*, 27.9
- O=C(O)c1ccccc1CSc1nc2ccccc2[nH]1
    5.6, i, 21.2
- Cc1cc2n(c(=O)c1C#N)CCCN2c1ccccc1
    -3.9, i, 14.5
- COc1ccc(NC(=O)CN2C(=O)NC(c3ccccc3)(c3ccccc3)C2=O)cc1OC
    -22.7, i, 4.3
- CCC(=O)OCCNc1cc(Sc2nccn2C)c2nonc2c1[N+](=O)[O-]
    34.5, i, 122.2*
- C/C=C(/C)C(=O)OC1Cc2c(ccc3ccc(=O)oc23)OC1(C)C (stereo unspecified)
    -24.1, i, 15.7
- Cc1ccccc1C(=O)Nc1cccc(C(=O)N/N=C/c2ccccn2)c1
    -24.1, i, 10.3
- CCOC(=O)Cn1cc(-c2ccccc2)nn1
    4.4, i, 7.3
- N=C1/C(=C/c2ccc(-c3cccc(C(=O)O)c3)o2)C(=O)N=C2SC(CC(=O)N3CCOCC3)=NN12
    3.3, i, 32.4
- Cn1cnc(C(=O)NCc2ccccc2)c1C(=O)NCc1ccccc1
    -33.6, x, 16.4
- CCCC(=O)Nc1sc(C)c(-c2ccc(OC)cc2)c1C#N
    -12.0, i, 7.5
- NNC(=S)Nc1cccc(Cl)c1
    -10.1, i, 7.3
- COc1ccc(F)cc1S(=O)(=O)NCC(c1ccco1)N1CCc2ccccc2C1 (stereo unspecified)
    -16.1, i, 34.8
- O=C(CSc1nnc(C2CC2)n1-c1ccccc1)N1CCNC1=O
    -18.3, x, 8.0
- Cc1noc(C)c1COc1ccccc1C(=O)N1CCN(S(=O)(=O)c2ccccc2F)CC1
    -27.3, i, 12.5
- Cc1ccccc1OCCC(=O)OCC(=O)NCCc1ccc(S(N)(=O)=O)cc1
    6.8, x, -1.3
- S=C(NCc1ccco1)Nc1ccccc1Cl
    1.7, i, 3.7
- COc1ccc(OC)c(Cc2nnc(CCC(=O)NC3C4CC5CC(C4)CC3C5)o2)c1 (stereo unspecified)
    -23.1, i, 8.0
- O=C(NCc1ccncc1)c1ccc2nc(Cc3ccccc3F)oc2c1
    2.1, i, 37.1
- O=C(Cn1nnc(-c2ccncc2)n1)N(C1CCCCC1)C1CCCCC1
    -15.4, i, 14.5
- CCCCn1c(=O)[nH]c(=O)c2c1nc(-c1ccc(OC)c(Br)c1)n2CC(C)C
    -60.2, i, 9.0
- CC(C)C1Cc2c(C#N)c(N)n(C)c(=S)c2CO1 (stereo unspecified)
    -14.7, i, 23.2
- CCN(CC)c1ccc(/C=N/N2C(=O)c3ccccc3C2=O)c(O)c1
    -6.1, i, 9.0
- CCOC(=O)/C(C#N)=C1/SC(CC)C(=O)N1c1ccc(Br)cc1 (stereo unspecified)
    -20.1, i, 5.7
- CC1CCN(C(c2nnnn2CCc2ccccc2)C(C)C)CC1 (stereo unspecified)
    -33.5, i, 11.3
- CCOc1ccc(Br)cc1S(=O)(=O)Nc1cccc(S(=O)(=O)N(C)c2ccccc2)c1
    -5.6, i, 10.7
- N#CC1(NC(=O)COc2ccc(C(N)=O)cc2)CCCC1
    -8.7, x, 8.1
- COc1ccc(N2C(=O)C(C)(C)C2c2c(O)ccc3ccccc23)cc1 (stereo unspecified)
    -4.4, i, 17.5
- CC(C)CCNC(=O)c1cc(S(=O)(=O)N2CCc3ccccc32)cn1C
    -41.2, i, 7.0
- COc1ccccc1CN(C)C(=O)c1ccc(S(=O)(=O)NCc2ccco2)cc1
    3.3, x, 14.1
- COc1ccc([N+](=O)[O-])cc1NC(=O)C(C)OC(=O)c1cccnc1 (stereo unspecified)
    -4.5, i, 21.2
- COc1cc2oc3ccccc3c2cc1N(CC(=O)N(C)C)S(=O)(=O)c1ccccc1
    -32.5, i, 16.9
- COc1ccc(/C(N)=N/OC(=O)c2cccc([N+](=O)[O-])c2C)cc1OC
    -18.1, i, 12.9
- COCc1ccc(C(=O)OC(C)C(=O)Nc2c(C)n(C)n(-c3ccccc3)c2=O)cc1 (stereo unspecified)
    -19.8, x, 7.3
- O=C(COc1ccc(Br)cc1)N1CCN(c2ncccn2)CC1
    -20.7, x, 4.1
- CCOC(=O)c1c(C)n(C)c2ccc(OC(=O)c3ccc([N+](=O)[O-])cc3)cc12
    3.2, i, 5.1
- COCCCNC(=O)c1cc(OC)c(OC)c(OC)c1
    -13.5, i, 1.2
- Cc1c(C)c2cc(Cl)c(O)c(CN3CCCC(C)C3)c2oc1=O (stereo unspecified)
    -18.3, i, 10.7
- Cc1occc1C(=O)NCCc1cccc(Cl)c1
    -17.3, i, 21.5
- CC1CCCN(c2ccc([N+](=O)[O-])cc2C(=O)c2ccccc2)C1 (stereo unspecified)
    -31.6, 7.57*, 17.3
- Cn1c(=O)[nH]c(=O)c2c1nc(N1CCN(Cc3ccccc3)CC1)n2CCSc1ncccn1
    -29.8, i, 12.9
- COc1ccc2c(c1)CCc1c-2n[nH]c1C(=O)NCCC(C)C
    -30.3, i, 4.8
- Cc1oc2nc(SCC(=O)Nc3ccc(S(N)(=O)=O)cc3)nc(NC(=O)c3ccccc3)c2c1C
    -1.9, i, 23.0
- COc1cccc(CCNS(=O)(=O)CCNC(=O)c2cccc(OC)c2)c1
    -23.4, i, -0.2
- COC(=O)COc1nsnc1N1CCOCC1
    -12.2, i, 0.0

# (continued)
# Values run as follows: OX1R antag-1, CHT PAM, OX1R antag-2
- COc1ccc(NC(=O)CSc2nnc(CNC(=O)c3cccs3)o2)c(OC)c1
    -18.9, i, 0.9
- CCOC(=O)C1CCN(C(=O)CCS(=O)(=O)c2ccc3c(c2)CCN3C(=O)CC)CC1
    -28.3, i, 9.2
- O=C(/C=C/c1ccccc1)N/C(=C/c1ccccc1)C(=O)N1CCOCC1
    -16.1, i, 12.8
- Cc1[nH]c2ccccc2c1C(=O)CN1C(=O)NC2(CCCCCC2)C1=O
    -18.6, x, 12.2
- C=CCn1c(SCC(=O)Nc2sccc2C(N)=O)nc2ccc(Cl)cc2c1=O
    53.1*, i, 45.7
- Cc1cccc(-c2noc(-c3cc4ccccc4oc3=O)n2)c1
    -14.2, i, 9.8
- CCCCOc1ccc(S(=O)(=O)NNC(=O)c2cc3ccccc3o2)cc1
    -30.9, i, 9.0
- Cc1ccc(C(=O)N2CCC3(CC2)Oc2ccc(Cl)cc2C(=O)C32CC(c3cccnc3)=NO2)s1 (stereo unspecified)
    -11.5, i, 27.1
- COc1ccc(CNC(=O)c2ccc(N3CCOCC3)c([N+](=O)[O-])c2)cc1
    -11.7, i, 21.5
- c1csc(-c2cn3c(n2)SCC3)c1
    -12.8, i, 2.5
- Cc1cc(C)cc(N(CC(=O)NC2CCCC2)C(=O)CCC(=O)Nc2nc(C)cs2)c1
    -11.1, i, 22.9
- Cc1ccc(S(=O)(=O)NC2CCCCC2)cc1C(=O)N1CCC(C(N)=O)CC1
    -25.1, x, 7.1
- CCCCCCOC(=O)c1ccc(NC(=O)c2cc(OC)c(OC)c(OC)c2Br)cc1
    9.0, i, 29.9
- O=C(CCCC(=O)N(c1ccc2c(c1)OCCO2)C(C(=O)NC1CCCCC1)c1ccc(Cl)cc1)Nc1ccccn1 (stereo unspecified)
    -17.6, i, 12.5
- O=C(Nc1nnc(SCc2ccc(F)cc2)s1)c1ccco1
    -42.2, i, 18.7
- COc1cc(OC)c(C2NC(=O)CCC2[N+](=O)[O-])cc1OC (stereo unspecified)
    -4.0, i, 3.7
- Cn1nnnc1Sc1ncnc2scc(-c3ccc[nH]3)c12
    -4.4, x, 24.1
- COc1ccc2cc(C(c3nnnn3C3CCCCC3)N3CCCCCC3)c3nnnn3c2c1 (stereo unspecified)
    -23.9, i, 23.6
- CS(=O)(=O)c1ccc(C(=O)OCC(=O)N2CCCc3ccccc32)cc1
    0.2, i, 12.5
- Nc1ccc(C(=O)n2c3ccccc3c3ccccc32)cc1
    3.9, i, 12.8

# Profiles, quoted from the list. Screens in order: OX1R antag-1 | CHT PAM | OX1R antag-2
# COCCSc1nnc(NC(=O)Cc2ccc(OC)c(OC)c2)s1 is listed with -21.8 | i | 2.5
# O=C(COc1ccc(C(=O)c2ccccc2)cc1)NCC(=O)Nc1ccccc1Br is listed with -16.8 | i | 11.4
# CCOc1ccc(Br)cc1S(=O)(=O)Nc1cccc(S(=O)(=O)N(C)c2ccccc2)c1 is listed with -5.6 | i | 10.7
# Cc1ccccc1NC(=O)CC(=O)Nc1ccccc1C is listed with -12.2 | i | 7.1

# (next part)
compound	OX1R antag-1	CHT PAM	OX1R antag-2
Cc1ccc2nc(SCC(=O)Nc3nnc(SCC(N)=O)s3)[nH]c2c1	3.1	i	12.8
O=C(CSc1ccc2nnc(-c3cccc(F)c3)n2n1)N1CCCc2ccccc21	-21.6	i	16.6
O=C(COc1ccc(-n2cnnn2)cc1)Nc1ccc(Br)cc1F	14.9	x	-2.0
O=S(=O)(/N=C(/Nc1ccc(F)cc1F)c1ccccc1)c1ccccc1	-8.9	i	10.5
COc1ccccc1NC(=O)c1nnn(CC(=O)Nc2cccc(SC)c2)c1N	-15.0	i	16.6
Cc1cc(S(=O)(=O)N2CCN(c3ncccn3)CC2)ccc1-n1cnnn1	-11.3	i	12.5
C/C(=N/NC(=O)CNS(=O)(=O)c1ccccc1)c1ccc(Br)cc1	-6.1	i	1.2
COCC(C)NC(=O)CSc1nc2ccccc2n1CCc1ccccc1 (stereo unspecified)	-25.2	i	30.3
COc1ccccc1CNC(=O)c1ccc(NS(C)(=O)=O)cc1	3.5	i	9.4
CCOC(=O)c1cc(C(=O)NN)c(=O)[nH]c1C	-12.2	i	16.5
CCCCC1=CC2=C(c3ccco3)C(=O)C(C)(OC(=O)c3ccc(OC)cc3)C(=O)C2=CN1CC(C)C (stereo unspecified)	-41.4	i	28.4
CCOC(=O)c1c(/N=C/c2cccc([N+](=O)[O-])c2O)sc2c1CCC2	-39.1	i	10.2
COc1ccccc1N1CCN(C(=O)c2ccc(CS(=O)(=O)c3ccccc3OC)o2)CC1	-14.8	i	9.4
COc1cc(C2Nc3cccc4cccc(c34)N2)ccc1O	8.7	i	34.7
O=C(Nc1ccc(S(=O)(=O)Nc2ncccn2)cc1)c1ccc(S(=O)(=O)N2CCCC2)cc1	0.9	i	11.1

# Sorted by value in OX1R antag-1 (falling): some entries from above.
molecule	OX1R antag-1
CCOC(=O)Cn1cc(-c2ccccc2)nn1	4.4
Cc1[nH]c2ccccc2c1C(=O)CN1C(=O)NC2(CCCCCC2)C1=O	-18.6
CCOC(=O)C1CCN(C(=O)CCS(=O)(=O)c2ccc3c(c2)CCN3C(=O)CC)CC1	-28.3

# Next part:
compound	OX1R antag-1	CHT PAM	OX1R antag-2
COc1ccc(-n2cccc2/C=C2\C(=N)N3N=C(c4ccco4)SC3=NC2=O)cc1	1.6	i	20.1
COc1cc(/C=N/NC(=O)c2nnn(-c3nonc3N)c2C(C)C)ccc1O	-14.5	i	-1.8
COc1ccc2c(=O)c(N3C(=O)c4ccccc4C3=O)coc2c1	-11.2	i	18.2
N#CCCN(C(=O)c1cc2c(s1)-c1ccccc1S(=O)(=O)C2)c1ccccc1	-22.2	i	13.1
COc1ccccc1NC(=O)c1cc(Cl)nnc1Cl	-9.3	i	11.8
CCCn1c(SCC(=O)NC(C)c2ccccc2)n[nH]c1=O (stereo unspecified)	-10.6	i	15.8
Cc1nn(-c2cc(C(F)(F)F)ccc2Cl)c2nc(C(Cl)(Cl)Cl)[nH]c(=O)c12	-12.2	i	39.9*
Cc1ccc(NC(=O)C2CCCC2)c(Br)c1	-13.3	i	9.0
